FBW7 activator = activators of human E3 ligase FBW7; Q969H0; AlphaScreen FBW7–phospho-cyclin E peptide binding, activator screen; normalized activity (activation), % at 26.1 µM; hit rate 0.13% among 650,000; in the data active = normalized activity above about 1.9%;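 note: purified mutant Fbw7 with reduced substrate affinity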
MITF inh = human MITF inhibition, primary screen; inhibition, % at 2.6 µM; hit rate 0.91% among 650,000; AlphaScreen MITF homodimerization, bead proximity signal; AID 1259374; O75030; in the data active = inhibition above about 50%;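 note: 0% = vehicle wells with protein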
Target sequence (O75030 whole entry, looked up): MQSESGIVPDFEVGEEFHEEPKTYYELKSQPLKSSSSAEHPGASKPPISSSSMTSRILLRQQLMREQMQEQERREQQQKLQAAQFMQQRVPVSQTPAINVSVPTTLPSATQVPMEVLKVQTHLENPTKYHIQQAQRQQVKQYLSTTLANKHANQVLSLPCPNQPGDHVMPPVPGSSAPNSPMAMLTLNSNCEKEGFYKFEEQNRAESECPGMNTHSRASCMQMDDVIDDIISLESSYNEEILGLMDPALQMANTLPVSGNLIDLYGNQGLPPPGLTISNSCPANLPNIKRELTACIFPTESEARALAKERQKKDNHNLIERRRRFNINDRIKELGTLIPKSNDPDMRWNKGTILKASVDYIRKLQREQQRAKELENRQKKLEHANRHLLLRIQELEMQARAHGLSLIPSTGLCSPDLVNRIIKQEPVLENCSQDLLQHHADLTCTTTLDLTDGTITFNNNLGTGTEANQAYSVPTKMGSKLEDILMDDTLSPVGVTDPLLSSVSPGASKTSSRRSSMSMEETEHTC
TEAD-YAP inh = TEAD-YAP interaction inhibition; HEK-TIYL cells, TEAD-Gal4/YAP UAS-luciferase luminescence; inhibition, % at 9.12 µM; hit rate 1.4% among 640,000; in the data active = inhibition above about 32%;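 note: 0% = median of test compound wells and 100% = reference inhibitor wells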
GPR151 activ = human GPR151 activation. activation, % at 11.2 µM. AID 1508602. PathHunter beta-arrestin GPR151 cells, luminescence. hit rate 1% among 650,000; in the data active = activation above about 4.9%;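 note: 0% = median of compound wells and 100% = cells with positive control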
Target sequence (Q8TDV0 whole entry, looked up): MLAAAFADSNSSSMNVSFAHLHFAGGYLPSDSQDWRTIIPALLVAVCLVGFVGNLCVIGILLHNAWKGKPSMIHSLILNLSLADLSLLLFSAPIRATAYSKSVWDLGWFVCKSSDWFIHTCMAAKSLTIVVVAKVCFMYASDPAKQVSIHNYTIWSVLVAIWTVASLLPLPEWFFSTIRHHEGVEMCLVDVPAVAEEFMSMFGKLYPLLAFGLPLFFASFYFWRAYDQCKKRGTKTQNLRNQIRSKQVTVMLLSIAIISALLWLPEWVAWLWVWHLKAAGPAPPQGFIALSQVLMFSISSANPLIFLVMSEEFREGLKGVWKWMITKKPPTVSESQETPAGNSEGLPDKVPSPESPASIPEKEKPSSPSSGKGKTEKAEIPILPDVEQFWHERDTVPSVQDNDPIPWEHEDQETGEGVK
Active calls of the source: *; & = joins results of further samples.

| SMILES | FBW7 activator | MITF inh | TEAD-YAP inh | GPR151 activ |
| --- | --- | --- | --- | --- |
| COCCNC(=O)CN(C(=O)CCC(=O)Nc1cc(C)ccn1)C1CCCC1 | -0.1 | 7 | -4 | 0.5 |
| COc1ccc(Cl)cc1N(CC(=O)Nc1cccc(C)c1)S(C)(=O)=O | -0.1 | -9 | -2 | 1.3 |
| COc1ccc([N+](=O)[O-])cc1NC(=O)COC(=O)c1cc[n+]([O-])cc1 | 0.2 | 12 | 3 | -2.2 |
| CCCSc1nnc(NC(=O)C2CCCCC2)s1 | 0.1 | 11 | -40 | 2.9 |
| O=C(CNC(=O)Cn1cnc2ccccc2c1=O)NCCN1CCCC1 | 0.0 | 19 | -2 | -1.4 |
| CCOc1ccc(NC(=O)Cn2c3c(c(-c4ccccc4)cc2=O)CCCC3)cc1 | -0.2 | -9 | 3 | -0.1 |
| COc1ccc(-c2nc3ncnc(Nc4ccccc4)c3[nH]2)cn1 | 0.7 | -1 | 2 | -1.0 |
| Cc1cccc(C)c1Nc1nnc(SCC#N)s1 | 0.0 | -7 | 11 | 0.5 |
| COC(=O)C(NC(=O)c1ccc(Cl)cc1Cl)C(C)C (centres undefined) | 0.4 | 15 | -2 | -1.2 |
| O=C1c2cccc3c(Cl)ccc(c23)C(=O)N1c1ccc(Cl)cc1 | 0.1 | 7 | 4 | -1.0 |
| COc1cccc(-n2cc(C(=O)NCCC(=O)Nc3cccc(C)n3)c3ccccc3c2=O)c1 | -0.2 | 0 | 8 | 1.1 |
| COCCNc1nc(SCC(=O)c2ccccc2)nc2ccccc12 | -0.2 | 6 | 3 | -0.6 |
| NC(=O)CSc1nnc(C2CC2)n1-c1ccccc1 | 0.0 | 8 | -10 | 1.0 |
| CCCc1cc(C(=O)N2CCc3nnc(CCNC(=O)c4ccc(C)cc4)n3CC2)no1 | 0.0 | 15 | 6 | -0.8 |
| CC(=O)Nn1cnc2ccccc2c1=O | 0.0 | 0 | -4 | 1.1 |
| CC1CCCC(C)N1C(=O)COC(=O)CN1C(=O)c2ccccc2C1=O (centres undefined) | 0.0 | 0 | 11 | 0.4 |
| Cc1cc(C)nc(NS(=O)(=O)c2ccc(NC(=O)COc3ccc4ccccc4c3)cc2)n1 | -0.1 | -3 | 0 | 1.3 |
| Cc1cccnc1NC(=O)/C=C/c1cccs1 | -0.2 | -10 | -26 | 2.8 |
| COC(=O)C1=C(N)N(c2cccc(C(F)(F)F)c2)C2=C(C(=O)CC(C)(C)C2)C1c1ccccc1 (centres undefined) | 0.1 | -5 | -4 | -1.1 |
| O=C(/C=C/c1ccc([N+](=O)[O-])cc1)NCCOc1ccc(F)cc1 | -0.1 | 5 | 6 | 1.1 |
| CC(=O)N1CCc2cc(Br)cc(S(=O)(=O)N3CCC4(CC3)OCCO4)c21 | -0.1 | -6 | 0 | 0.6 |
| COc1ccc(C)cc1NC(=O)NCc1noc2ccccc12 | -0.2 | 4 | -2 | -0.6 |
| Cc1ccccc1CC(=O)Nc1cnc2cnc(-c3ccc(N4CCOCC4)cc3)cn12 | 0.0 | 7 | -17 | 0.5 |
| CCCc1nnc(SCC(N)=O)n1CC1CCCO1 (centres undefined) | 0.1 | 3 | -8 | -1.4 |
| COc1ccc(C2(O)CC(C(F)(F)F)=NN2C(=O)CCc2ccccc2)cc1 (centres undefined) | 0.7 | 4 | 0 | 0.5 |

Sorted by molecular weight (descending): some entries from above
| SMILES | FBW7 activator | MITF inh | TEAD-YAP inh | GPR151 activ |
| --- | --- | --- | --- | --- |
| COCCNC(=O)CN(C(=O)CCC(=O)Nc1cc(C)ccn1)C1CCCC1 | -0.1 | 7 | -4 | 0.5 |
| CCCc1nnc(SCC(N)=O)n1CC1CCCO1 (centres undefined) | 0.1 | 3 | -8 | -1.4 |
| Cc1cccc(C)c1Nc1nnc(SCC#N)s1 | 0.0 | -7 | 11 | 0.5 |

Some entries already given, limited to MITF inh:
structure	MITF inh
COC(=O)C(NC(=O)c1ccc(Cl)cc1Cl)C(C)C (centres undefined)	15
O=C1c2cccc3c(Cl)ccc(c23)C(=O)N1c1ccc(Cl)cc1	7

The list continues:
| SMILES | FBW7 activator | MITF inh | TEAD-YAP inh | GPR151 activ |
| --- | --- | --- | --- | --- |
| CS(=O)(=O)NCCNC(=O)c1nonc1N | -0.1 | 0 | -16 | -0.3 |
| Cc1cc(C(=O)N/N=C2\CCCC(=O)C2)c2ccccc2n1 | 0.0 | -7 | 40* | -0.3 |
| O=C(Nc1cnc2ccccc2c1)c1ccc([N+](=O)[O-])cc1Cl | 0.0 | 1 | 49* | -3.5 |
| O=C(Nc1ccccc1F)c1ccc(N2CC3CC(C2)c2cccc(=O)n2C3)c(NC(=O)c2ccccc2Cl)c1 (centres undefined) | -0.1 | 0 | -13 | 1.7 |
| COc1ccccc1N1CCN(c2ncc(C(=O)Nc3ccc(F)cc3)c3ccccc23)CC1 | 0.6 | 21 | 8 | -1.2 |
| CC1=C(C(=O)Nc2ccc(C)cc2C)C(c2cccc(F)c2)n2nnnc2N1 (centres undefined) | 0.1 | -27 | 4 | 1.5 |
| CCOC(=O)C1Cc2c([nH]c3ccccc23)CN1 (centres undefined) | -0.2 | -2 | -9 | -1.3 |
| O=[N+]([O-])c1cc(C(F)(F)F)ccc1NS(=O)(=O)c1ccccc1[N+](=O)[O-] | 0.0 | 8 | -5 | -0.3 |
| CCOC(=O)C1=C(C)NC2=C(C(=O)CC(c3ccc(OC)cc3)C2)C1c1ccc(OC)cc1 (centres undefined) | 0.4 | 11 | 9 | 0.5 |
| O=C(CSc1nc2ccsc2c(=O)n1-c1ccc(Br)cc1)NCCC1=CCCCC1 | -0.1 | 3 | 1 | -1.8 |
| Cc1ccc(CN[C@H]2C[C@H]3C(=O)N[C@H](CC(C)C)C(=O)N3C2)c(C)c1 | -0.2 | -17 | -11 | 1.8 |
| COC(=O)C(NC(=O)c1ccc(F)cc1)(Nc1ccccn1)C(F)(F)F (centres undefined) | 0.2 | 3 | -4 | 0.1 |
| COc1ccccc1C(=O)Nc1ccnn1C1CCN(Cc2ccc3nonc3c2)CC1 | -0.1 | -1 | -7 | -0.7 |
| CCOC(=O)Cn1cnc2sc3c(c2c1=O)CCC3 | 0.0 | 15 | 4 | 0.6 |
| O=C(CCOc1ccccc1)NNC(=O)COc1ccc(Br)cc1 | 0.1 | 10 | 6 | -0.4 |
| COC(=O)c1ccc2c(c1)C(=O)/C(=C/C=C/c1ccccc1)O2 | -0.2 | 13 | -2 | -0.1 |
| CCOC(=O)c1c(NC(=O)c2cc(-c3ccc(OC)cc3)nc3ccccc23)sc2c1CCCCC2 | 0.1 | 3 | -2 | -0.2 |
| COC(=O)C1=C(O)/C(=C\c2cc(OC)ccc2OC)N=C1C | -0.2 | 2 | -8 | 0.4 |
| COc1ccc(C)cc1S(=O)(=O)NCC(c1ccco1)N(C)C (centres undefined) | 0.2 | 9 | 10 | 0.4 |
| COc1ccc(C2CC(C(F)(F)F)n3nc(C(=O)Nc4cccnc4)cc3N2)cc1 (centres undefined) | -0.1 | -2 | -18 | -1.5 |
| O=C(c1c(F)cccc1F)N1CCN(c2ccccc2F)CC1 | 0.1 | 2 | -4 | -1.3 |
| C=CCc1cccc2cc(C(=O)Nc3cccc(C)c3C)c(=O)oc12 | -0.1 | -4 | 9 | 1.1 |
| O=C(CSc1nnc(Nc2ccccc2F)s1)c1ccc2c(c1)OCCO2 | 0.3 | 13 | 4 | 2.6 |
| COCc1cc(C)nc(SCC(=O)OC(C)C)c1C#N | 0.1 | -7 | -3 | -0.7 |
| COC(=O)C1CCN(S(=O)(=O)c2cccc(C(C)=O)c2)CC1 | 0.0 | 15 | 3 | -1.0 |

Another view of two compounds above.
canonical_smiles: COC(=O)C1=C(O)/C(=C\c2cc(OC)ccc2OC)N=C1C
- FBW7 activator = -0.2
- MITF inh = 2
- TEAD-YAP inh = -8
- GPR151 activ = 0.4
canonical_smiles: COc1ccc(C)cc1S(=O)(=O)NCC(c1ccco1)N(C)C (centres undefined)
- FBW7 activator = 0.2
- MITF inh = 9
- TEAD-YAP inh = 10
- GPR151 activ = 0.4

The list continues:
| SMILES | FBW7 activator | MITF inh | TEAD-YAP inh | GPR151 activ |
| --- | --- | --- | --- | --- |
| CC(=O)Nc1ccc(CN2CCOc3ccc(CN4CCC(O)CC4)cc3C2)s1 | -0.1 | 1 | -8 | 0.0 |
| N#C/C(C(N)=O)=C(/S)Nc1ccccc1 | 0.0 | -3 | -4 | 0.0 |
| Cc1nn(-c2ccccc2)c(Cl)c1C(=O)OC(C)C(=O)NC(N)=O (centres undefined) | 0.0 | 5 | -1 | -0.4 |
| OC(COc1ccccc1)CN1CCCC1 (centres undefined) | -0.3 | 19 | 12 | 0.6 |
| Cc1c(N(C)C(=O)c2ccccc2O)c(=O)n(-c2ccccc2)n1C | 0.0 | 11 | -6 | 1.7 |
| COc1ccc(/C=C2\C(=N)N3N=C(S(C)(=O)=O)SC3=NC2=O)cc1OC | -0.1 | 7 | -5 | -1.0 |
| O=[N+]([O-])c1ccc(N=Cc2ccccc2)cc1 | -0.1 | -3 | 0 | 2.9 |
| O=C(NCc1ccccc1)c1ccnc(Nc2ccccn2)c1 | 0.0 | 12 | -5 | 0.4 |
| CCCCOC(=O)c1ccc(N2C(=O)C3C4c5ccccc5C(c5ccccc54)C3C2=O)cc1 (centres undefined) | 0.0 | 3 | 0 | -0.8 |
| O=C(Nc1nc2ccccc2s1)c1ccc(NC(=O)C23CC4CC(CC(C4)C2)C3)cc1 | 0.3 | 15 | -6 | 1.0 |
| O=C(O)C1CCCCC1C(=O)N1CCN(c2ccc([N+](=O)[O-])cc2)CC1 (centres undefined) | -0.1 | 12 | 0 | 0.8 |
| CCCCN1CCN(c2cccc(C(F)(F)F)c2C)C1=O | -0.2 | -2 | -8 | -0.9 |
| COc1cc(NC(=O)CNC(=O)Cn2cnc3sc(C)cc3c2=O)cc(OC)c1OC | 0.0 | -11 | -16 | -0.8 |
| CCOC(=O)c1sc(NC(=O)/C=C/c2cccc([N+](=O)[O-])c2)nc1C | 0.1 | 15 | 2 | -1.3 |
| Cc1cc([N+](=O)[O-])c(N2CCOCC2)cc1N | 0.1 | 7 | 11 | -1.1 |
| COc1ccccc1NC(=O)c1nn2c(C(F)(F)F)cc(-c3ccc(C)cc3)nc2c1Cl | 0.0 | 0 | -2 | 1.0 |
| OCCCNC(=S)Nc1ccc2nc(-c3ccccn3)c(-c3ccccn3)nc2c1 | -0.3 | 6 | 2 | -1.0 |
| CCOC(=O)Cn1c(=NC(=O)c2ccc([N+](=O)[O-])o2)sc2cc(C(=O)OCC)ccc21 | 0.1 | 17 | 1 | -0.7 |
| Cc1ccc(CCNC(=O)CNC(=S)N(Cc2ccccc2)Cc2cccnc2)cc1 | -0.1 | 9 | -5 | 0.3 |
| Cc1ccc2c3c([nH]c2c1C)-c1nonc1CC3 | -0.1 | -2 | -40 | -1.0 |
| O=C(NCCCN1CCCC1)C1CCC(=O)N1C1CCCCC1 (centres undefined) | 0.5 | 16 | -7 | 0.7 |
| O=c1[nH]c2nc(-c3cccc4ncccc34)cnc2n1Cc1ccccn1 | 0.4 | 2 | -6 | 0.5 |
| COc1ccc(C(=O)NCCCNc2ccc([N+](=O)[O-])cc2Cl)cc1OC | 0.2 | 15 | 4 | 2.7 |
| O=c1cc(-c2ccc(O)c(O)c2)oc2cc(O)cc(O)c12 | -0.3&0.0 | -16&-12&8 | -74 | -1.9&-3.1&-0.4 |
| Cc1ccc(N(CC(=O)NC(C)c2ccccc2)S(C)(=O)=O)cc1Cl (centres undefined) | 0.0 | 13 | 11 | -1.1 |
| O=C1c2cccc3c([N+](=O)[O-])ccc(c23)C(=O)N1O | -0.2 | 0 | 19 | -0.5 |
| COc1cccc(C2C3=C(NCCN=C3c3ccc(Cl)cc3)C(=O)N2c2ccccc2)c1 (centres undefined) | 0.0 | 6 | 58* | 1.0 |
| O=C1CCC(C(=O)NCC2Cc3cccc(-c4cnccn4)c3O2)=NN1 (centres undefined) | -0.1 | 7 | 9 | -0.1 |
| O=C1CCC(CCNCc2ccccc2F)N1Cc1ccc(Cl)s1 (centres undefined) | 0.1 | 9 | 3 | 1.1 |
| CCCSc1nnc(NC(=O)c2ccc3c(c2)OCO3)s1 | 0.1 | 12 | -4 | 0.7 |
| NC(=O)NC(CC(=O)NCCc1ccc(S(N)(=O)=O)cc1)c1ccccc1Cl (centres undefined) | 0.6 | 10 | -1 | -1.0 |
| COc1ccc2[nH]c3c(=O)n(CCCC(=O)NCC(OC)OC)c(=S)[nH]c3c2c1 | -0.1 | -9 | 0 | 1.0 |
| COc1ccc(CC(=O)OCc2nc3ccccc3s2)cc1 | 0.8 | -4 | -2 | -1.8 |
| O=C(Nc1ccccc1C(F)(F)F)N1CCN(Cc2ccco2)CC1 | -0.2 | -12 | -3 | -1.1 |
| CCOC(=O)C1(CCOc2ccccc2)CCN(C(=O)CCc2cccnc2)CC1 | 0.3 | 11 | 5 | 1.9 |
| COC(=O)c1ccc(CSc2nnnn2-c2ccccc2)cc1 | 0.2 | 6 | 4 | 0.8 |
| CCCOC(=O)C1=C(C)NC2=C(C(=O)CC(c3ccc(Cl)cc3)C2)C1c1ccc2c(c1)OCO2 (centres undefined) | 0.3 | 1 | 7 | -0.8 |
| CN(CC(=O)Nc1ccc(I)cc1)S(=O)(=O)c1ccc(F)cc1 | -0.6 | 3 | 2 | 1.1 |
| C=CCN(CC(=O)NC(C)CC)S(=O)(=O)c1ccc(Cl)c(C(F)(F)F)c1 (centres undefined) | -0.1 | 4 | -4 | -2.5 |
| O=C(O)CCC(C(=O)O)N1C(=O)/C(=C/C=C/c2ccco2)SC1=S (centres undefined) | -1.9 | 8 | 3 | 3.3 |
| O=C(CN1C(=O)CCSc2ccccc21)NC1CCCCC1 | 0.0 | 0 | -3 | -0.2 |
| Cc1ccc(SCC(=O)Nc2ccc(Oc3ccc4c(c3)C(=O)N(Cc3ccco3)C4=O)cc2)cc1 | -0.1 | 5 | 12 | 1.1 |

Screening data as filed in PubChem.
